Source: PubChem BioAssay
D2 ag: agonists of human D2 dopamine receptor; P14416; HEK293 T-REx D2 cells, calcium flux agonist mode; activation, % at 2 µM; hit rate 0.53% among 340,000; AID 485358;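 active = activation over 3 SD above normal in the single-dose calcium agonist read, cut at about 30% in these data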; note: 0% is about no effect
Target sequence (P14416 whole entry, looked up): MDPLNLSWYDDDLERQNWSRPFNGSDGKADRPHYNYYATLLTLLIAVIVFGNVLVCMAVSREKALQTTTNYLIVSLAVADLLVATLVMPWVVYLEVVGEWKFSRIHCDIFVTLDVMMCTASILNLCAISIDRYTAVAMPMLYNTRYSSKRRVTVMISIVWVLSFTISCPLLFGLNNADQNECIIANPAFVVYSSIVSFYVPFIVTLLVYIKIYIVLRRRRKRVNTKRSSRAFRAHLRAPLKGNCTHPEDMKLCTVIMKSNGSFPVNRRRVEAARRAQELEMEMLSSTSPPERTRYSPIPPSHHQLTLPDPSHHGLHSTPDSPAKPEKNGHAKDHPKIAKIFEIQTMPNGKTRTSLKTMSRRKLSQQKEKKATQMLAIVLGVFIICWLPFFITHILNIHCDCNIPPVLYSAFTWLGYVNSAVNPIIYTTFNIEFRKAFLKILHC
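Tetracycline-induced HEK293 T-REx cells with force-coupled D2 receptor, plated overnight at 30 C, loaded with no-wash calcium dye. After a 10 s baseline, compound was pin-added and calcium flux read kinetically for 180 s; calcium rises flagged agonists.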
D1 agonist: human D1 receptor agonism. P21728. HEK293 T-REx D1 cells, calcium flux, agonist mode. activation, % at 2 µM. hit rate 1% among 360,000. AID 504660; note: 0% is about no effect
Target sequence (P21728 whole entry, looked up): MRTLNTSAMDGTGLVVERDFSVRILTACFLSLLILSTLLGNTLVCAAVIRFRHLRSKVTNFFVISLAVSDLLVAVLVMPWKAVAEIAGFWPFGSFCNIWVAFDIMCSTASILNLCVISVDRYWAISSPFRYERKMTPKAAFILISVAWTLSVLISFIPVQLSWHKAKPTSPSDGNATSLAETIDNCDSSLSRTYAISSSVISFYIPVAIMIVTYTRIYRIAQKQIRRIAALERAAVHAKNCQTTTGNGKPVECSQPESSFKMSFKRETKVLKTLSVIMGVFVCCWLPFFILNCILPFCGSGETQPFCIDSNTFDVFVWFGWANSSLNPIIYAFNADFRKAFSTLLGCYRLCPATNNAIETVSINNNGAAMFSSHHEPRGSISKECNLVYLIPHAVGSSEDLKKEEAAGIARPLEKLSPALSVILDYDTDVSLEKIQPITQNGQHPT
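Inducible HEK293 T-REx D1 cells, force-coupled to calcium signalling, were plated at 4000 cells/well with tetracycline and held overnight at 30 C. After no-wash calcium dye loading, compound-evoked calcium rise over 180 s flagged agonists.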
TRHR ag: TRH receptor (human) agonism | activation, % at 2 µM | AID 493084 | TRHR cells, calcium flux fluo-8, FDSS agonist mode | hit rate 0.18% among 360,000 | P34981; note: 0% is about no effect
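Agonist-mode FDSS calcium read (Ex 480/Em 530, 1 s cycles) in 1536-well TRHR cells with fluo-8 dye, after 10-cycle baseline and 23 nL compound addition; TRH at EC20 (10 nM final) added afterwards for the enhancer phase.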
TRHR enhancer: allosterically enhances the human TRH receptor. P34981. TRHR cells, fluo-8 calcium fluorescence, EC20 TRH enhancement. enhancement, % at 2 µM. hit rate 0.66% among 360,000. AID 493056; in the data active = enhancement above about 30%; note: 0% is about no effect
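Enhancer read-out: after compound pinning and an initial kinetic agonist-mode read, an EC20 of TRH (10 nM final) was injected and fluo-8 calcium signal (Ex 480/Em 530) followed at 1 s/cycle for 100 cycles in TRHR-expressing cells.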
D1 potentiator: enhances dopamine response at the human D1 receptor | HEK293 TREx D1 cells, calcium flux, dopamine EC20 potentiation | AID 504651 | hit rate 0.036% among 360,000 | P21728 | potentiation, % at 10 µM; in the data active = potentiation above about 30%; note: 0% is about no effect
D1 antag: antagonists of human D1 dopamine receptor; HEK293 TREx D1 cells, calcium flux, dopamine EC80; active compounds read low; activity change, negative = inhibition, % at 10 µM; hit rate 3.2% among 360,000; P21728; AID 504652; in the data active = activity change below about -30%; note: % is set by controls: 0 for no effect and ±100 for the full control effect
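Allosteric or orthosteric antagonism assessed as attenuation of the calcium response to EC80 dopamine, added 180 s after compound, in induced HEK293 Trex D1 cells loaded with no-wash calcium dye.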
D2 potentiator: positive allosteric modulators of human D2 dopamine receptor | P14416 | HEK293 T-REx D2, calcium flux, EC20 dopamine potentiation | potentiation, % at 10 µM | hit rate 0.34% among 340,000 | AID 485347;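 active = potentiation over 3 SD above the plate norm, cut at about 30% in these data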; note: 0% is about no effect
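Calcium flux readout, no-wash dye, 1 read/s. Inducible HEK293 Trex D2 line, overnight 30 C. Compound alone 180 s (agonist flags), then EC20 dopamine, another 180 s to score potentiation.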
RXFP1 antagonist: RXFP1 (human) relaxin receptor antagonism | Q9HBX9 | HEK293-RXFP1, relaxin-stimulated cAMP HTRF, 30 min; active compounds read low | activity change, negative = inhibition, % at 57.5 µM | hit rate 0.59% among 350,000 | AID 1259400;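 active = activity change of -60% or lower, but not beyond a set lower limit; inconclusive = change between -60% and -40%, or beyond the set limit; inactive = change above -40%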; note: % is set by controls: 0 for no effect and ±100 for the full control effect
D2 antagonist: antagonists of human D2 dopamine receptor | P14416 | HEK293 TREx D2 cells, calcium flux, dopamine EC80 | inhibition, % at 10 µM | hit rate 2% among 340,000 | AID 485344; in the data active = inhibition above about 30%; note: 0% is about no effect
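Tetracycline-induced HEK293 T-REx cells expressing D2 force-coupled to calcium signalling were dye-loaded, exposed to compound for 180 s, then challenged with an EC80 of dopamine; calcium flux was followed kinetically for a further 180 s.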
Starred values were filed as active, the others as inactive; ? = inconclusive; · = not tested or not shown; & = joins results of further samples. Cut-off read from the data, not from the text of the source, unless noted: active = activation above about 30%; inactive = the rest.

Every second line gives: D2 ag | D1 agonist | TRHR ag | TRHR enhancer | D1 potentiator | D1 antag | D2 potentiator | RXFP1 antagonist | D2 antagonist
> COc1cccc(C(=O)OCCN2CCCCC2)c1
→ -0.1 | 7 | -0.5 | 2 | -4 | -21 | -1 | -9 | -37
> CS(=O)(=O)c1cccc(S(=O)(=O)N2CCN(c3ccccn3)CC2)c1
→ -0.1 | -1 | -0.4 | -5 | 1 | -8 | 12 | 3 | -6
> COc1ccc(CCNC(=O)c2ccc3c(c2)nc(C)n3-c2ccc(Br)cc2)cc1OC
→ · | 3 | -0.9 | 0 | -2 | -9 | -6 | -27 | ·
> CCc1ccc(-n2c(=O)c3sc4ccccc4c3n(CC(=O)N(CC)Cc3ccccc3)c2=O)cc1
→ 0.0 | 5 | 0.0 | -8 | 2 | -7 | -9 | · | ·
> Cc1ccc(CCNC(=O)C23C[C@H]4C[C@@H](C2)CC(n2nnc(C)n2)(C4)C3)cc1
→ -0.5 | 3 | -0.4 | 1 | -2 | 2 | 0 | -10 | -4
> CC(=O)c1c(N2CCCC2)[nH]c(-c2ccccc2)nc1=S
→ 1.7 | 0 | -0.3 | -5 | 2 | -1 | -2 | 36 | 2
> CC(C(O)C12CC3CC(CC(C3)C1)C2)N1CCCCC1 (configuration not stated)
→ 0.2 | 4 | 3.4 | 0 | -7 | -1 | -1 | -5 | -2
> O=C(O)/C=C/C(=O)Nc1ccc(OC(F)(F)F)cc1Br
→ -2.0 | 1 | 0.3 | 6 | -2 | 12 | 7 | -10 | 3
> COc1ccc(-n2c(SCc3ccccc3)nc3c([nH]c4ccccc43)c2=O)cc1
→ 1.0 | 2 | 0.2 | -1 | -5 | 7 | -3 | · | ·
> Cc1cc(C)c(S(=O)(=O)Nc2ccccc2C(=O)N2CCCC2)c(C)c1
→ 0.0 | 0 | -0.1 | -7 | 8 | -5 | 9 | -7 | -1
> CN(C)c1cc[n+](CC(=O)N2c3ccccc3Sc3ccccc32)cc1
→ 1.7 | 0 | 0.3 | -1 | -1 | -15 | 1 | -22 | -5
> O=C(CCCn1c(=O)c2cccn2c2ccccc21)Nc1cc(C(F)(F)F)ccc1Cl
→ 0.5 | 0 | 0.0 | 8 | -2 | -5 | -7 | -32 | ·
> Cc1nn(-c2ccccc2Cl)c(Cl)c1/C=C(\C#N)C(N)=O
→ 0.6 | 0 | -1.1 | 3 | -4 | -22 | -4 | -13 | 2
> COc1ccc(CCNS(=O)(=O)c2ccc(Br)cc2)cc1
→ -1.8 | -3 | -0.1 | -2 | -3 | 14 | 11 | 0 | -4
> CCNC(=O)C(CCSC)NS(=O)(=O)c1ccc(C)cc1 (configuration not stated)
→ 0.3 | 3 | 0.0 | 5 | 0 | -7 | 1 | 16 | 16
> Cn1cnc([N+](=O)[O-])c1S(=O)(=O)c1ccc(Cl)cc1
→ · | 10 | 0.5 | -10 | -8 | -13 | 10 | 34 | ·
> COc1ccc(C2C=C(c3ccccc3)Nc3nc(NC(=O)/C=C/c4ccc(Cl)cc4)nn32)cc1 (configuration not stated)
→ 0.1 | 1 | 0.4 | -5 | 1 | -77* | -13 | -12 | ·
> CCCOC(=S)N/C(=N\S(=O)(=O)c1ccccc1)c1ccccc1
→ -0.1 | 2 | 0.1 | 21 | -8 | -15 | -2 | -18 | -10
> C=CCOc1ccc2oc(=O)cc(C)c2c1
→ 1.1 | 4 | 0.4 | -1 | -1 | -4 | -14 | -6 | 3
> CCC(C)NC(=O)C1CCN(S(=O)(=O)c2ccc3nc4c(c(C(=O)O)c3c2)CCCCC4)CC1 (configuration not stated)
→ 0.5 | 1 | 1.7 | 11 | 0 | -10 | 2 | 18 | 7

An excerpt from above, limited to D1 agonist:
SMILES	D1 agonist
Cc1nn(-c2ccccc2Cl)c(Cl)c1/C=C(\C#N)C(N)=O	0
COc1ccc(CCNC(=O)c2ccc3c(c2)nc(C)n3-c2ccc(Br)cc2)cc1OC	3

(list continues)
Every second line gives: D2 ag | D1 agonist | TRHR ag | TRHR enhancer | D1 potentiator | D1 antag | D2 potentiator | RXFP1 antagonist | D2 antagonist
> COc1ccc(C2C(C)C3(O)CC(C#N)(C(=O)N3)C2(C#N)C#N)cc1 (configuration not stated)
→ 0.8 | 1 | 0.5 | -1 | -8 | -8 | -5 | -7 | 4
> O=C(COC(=O)c1ccccc1C(=O)N1CCN(c2ccccc2)CC1)NCc1ccccc1
→ -0.2 | 1 | -1.3 | -5 | 1 | 12 | -5 | -11 | -6
> CCOc1cc(C)c(S(=O)(=O)NC2CCCCC2)cc1C
→ -0.5 | 18 | 0.3 | 0 | -5 | -33* | -7 | -15 | 1
> O=C(CCN1CCC(c2ccc(Cl)s2)=N1)c1ccc(Cl)s1
→ 3.2 | 40* | 2.1 | -6 | -3 | 7 | -6 | 5 | -2
> O=C(N/N=C/c1ccc(Cl)cc1)c1cc2c(s1)-c1ccccc1CC2
→ 0.0 | 2 | 0.3 | -1 | -3 | 8 | -3 | -10 | -25
> CCC(C)N(C(=O)c1csnn1)C(C(=O)NC1CCCC1)c1c(F)cccc1Cl (configuration not stated)
→ · | 1 | -0.2 | 17 | -1 | -7 | 12 | -25 | ·
> O=C(NCc1cccs1)C1CCN(c2nccs2)CC1
→ 0.6 | 0 | -0.3 | 0 | -3 | -9 | 10 | -4 | -3
> COc1cccc(/C=C/C(=O)N2CC(C)OC(C)C2)c1OC (configuration not stated)
→ 1.6 | 3 | 1.1 | 5 | 5 | 5 | 4 | -3 | 3
> CCOc1ccc(NC(=O)c2oc3ccccc3c2NC(=O)Cc2ccc(F)cc2)cc1
→ 0.0 | 0 | 0.0 | 3 | 2 | 10 | 17 | · | ·
> COc1cccc(N2CCc3c(C)nc4ccc(Cl)cc4c32)c1
→ -0.8 | 0 | -0.7 | 8 | -11 | 3 | -9 | -31 | -17
> Cc1cc2c(c(=O)n1Cc1ccccc1)C1O[C@](CCCCN3C(=O)c4ccccc4C3=O)(Cc3cc(C#N)ccc31)O2
→ · | 0 | 0.8 | -7 | 3 | -9 | · | · | ·
> CC1=C(C(=O)Nc2ccccc2F)C(c2ccsc2)C2=C(CC(C)(C)CC2=O)N1 (configuration not stated)
→ 1.6 | 0 | -0.4 | 2 | -8 | 10 | 5 | -4 | -7
> O=C(CCc1nnc2ccc(NCc3ccc(Cl)cc3)nn12)NC1CCCCC1
→ 0.1 | 6 | 0.2 | -1 | -5 | 2 | 16 | 3 | -12
> Cc1ncc(CC(=O)n2cc(C(=O)c3cc(F)ccc3O)cn2)s1
→ 0.5 | 7 | -0.2 | 5 | -1 | -4 | 0 | -12 | -6
> CC(=O)c1cc2c(C)c(C(=O)c3ccccc3)oc2cc1O
→ 36* | 12 | 0.8 | 1 | -3 | 5 | -10 | 3 | -9
> CC(C(=O)Nc1ccccn1)c1ccccc1 (configuration not stated)
→ 0.7 | 0 | 0.2 | -1 | -3 | 8 | 9 | 2 | 4
> COc1ccc(OC)c(C(=O)COC(=O)CN2C(=O)NC3(CCCCC3C)C2=O)c1 (configuration not stated)
→ -0.2 | 1 | -0.4 | 33* | -4 | 3 | -1 | -2 | 0
> CC1Cc2ccccc2N1CC(=O)Nc1ccc(S(=O)(=O)N(C)C)cc1 (configuration not stated)
→ -0.6 | 4 | -0.4 | -3 | 9 | -15 | 10 | -4 | -30
> CCCCN1CC(=O)N2[C@H]3c4cc(Cl)ccc4OC[C@@H]3[C@H](c3ccccc3)[C@]2(C)C1=O
→ -0.6 | -1 | -0.6 | 3 | -2 | · | -19 | · | 3
> Cc1ccc2c(c1)N(CC(=O)NCCCN1CCCCC1C)C(=O)c1cccnc1O2 (configuration not stated)
→ 0.2&1.6 | 8&2 | 0.1&-0.6 | 7&-1 | 1&-4 | 4&5 | -9&-13 | 8&0 | 11

Records listed above printed as active in D1 agonist:
Structure | D1 agonist | TRHR ag | TRHR enhancer | D1 potentiator | D1 antag | D2 potentiator | RXFP1 antagonist | D2 antagonist
O=C(CCN1CCC(c2ccc(Cl)s2)=N1)c1ccc(Cl)s1 | 40* | 2.1 | -6 | -3 | 7 | -6 | 5 | -2

Further compounds follow:
Every second line gives: D2 ag | D1 agonist | TRHR ag | TRHR enhancer | D1 potentiator | D1 antag | D2 potentiator | RXFP1 antagonist | D2 antagonist
> c1ccc(Oc2nc(-c3cccnc3)nc3ccccc23)cc1
→ 0.3 | 0 | 0.2 | -2 | -5 | 8 | 3 | -17 | 6
> CCCCOc1ccc(C(=O)NCC(=O)NCc2ccccn2)cc1
→ 0.3 | 0 | 0.2 | 21 | 3 | -5 | 9 | -1 | -16
> COC(=O)CNC(=O)C1CCCN1C(=O)CNC(=O)OC(C)(C)C (configuration not stated)
→ 0.0 | 2 | 0.7 | 15 | -9 | -21 | 12 | -7 | -9
> C=CCNC(=O)CN(c1cc(Cl)ccc1OC)S(=O)(=O)c1ccc(C)c([N+](=O)[O-])c1
→ -1.8 | 3 | -1.8 | -5 | -3 | 4 | -2 | ? | -26
> Cc1ccc(NC(=O)c2cnc3ccccc3n2)cc1C
→ · | 2 | -1.0 | -1 | 0 | 4 | · | 5 | ·
> COc1ccccc1OCCNC(=O)CCC(=O)N1CCOCC1
→ -0.2 | 2 | 0.0 | -3 | -2 | -2 | 8 | -9 | 12
> Cc1cnc(CNC(=O)CC2C(=O)NCCN2Cc2ccccc2F)cn1 (configuration not stated)
→ 0.4 | 4 | 0.4 | 3 | 17 | 14 | -4 | 3 | -4
> Cc1ccc(NC(=O)C2CCN(S(=O)(=O)c3cccnc3)CC2)cc1C
→ · | 1 | -0.7 | -3 | -20 | -5 | -12 | -5 | ·
> COC(=O)Cn1c(=NC(=O)CSC(C)=O)sc2ccccc21
→ 1.6 | 0 | 0.5 | 1 | 2 | -19 | -12 | -1 | 1
> COc1ccc(-n2c(SCC(N)=O)nnc2-c2ccco2)cc1
→ · | 3 | 0.1 | -3 | -1 | -16 | 8 | 4 | ·
> Cc1ccc(N=Cc2cc(Cc3ccccc3Cl)cc([N+](=O)[O-])c2O)c(O)c1
→ -1.7 | 25 | -0.1 | 3 | 5 | -11 | 10 | -96* | 7
> Cc1cc(N(CC(=O)NC(C)C)S(C)(=O)=O)ccc1Br
→ 1.3 | 2 | 0.0 | -18 | 0 | -12 | 6 | -6 | 13
> FC(F)(F)c1cccc(-c2nnc3ccc(C(F)(F)F)cn23)c1
→ -1.6 | 6 | 0.0 | 0 | -7 | -26 | 6 | 1 | 2
> CC(C(=O)NC1CCCc2ccccc21)N1CCN(Cc2ccc3c(c2)OCO3)CC1 (configuration not stated)
→ 0.0 | -1 | -0.4 | -6 | 4 | -24 | 7 | -3 | 1
> O=c1[nH]nc(CNc2ccc(Cl)cc2Cl)c2ccccc12
→ -0.2 | 2 | -0.1 | -4 | 4 | 3 | 5 | 1 | -2
> O=C(O)c1ccc2c(=O)n(-c3ccccc3)c(=S)[nH]c2c1
→ 1.1 | 3 | -0.1 | -4 | 4 | -2 | 1 | -15 | 10
